Assay outcomes as filed in PubChem.
Pf growth 48h = inhibits P. falciparum growth in the first generation, 48 h. AID 504832. 310,000 compounds, 5.9% hits. Potency, µM (series often up to 28.7 µM), for inactives: at the highest dose activity change, negative = inhibition, actives largely listed as inhibitors. P. falciparum luciferase growth in erythrocytes, 48 h; further: potency means the concentration at half of the fitted maximal effect; on the % scale 0 is the no-effect control and ±100 the full control effect
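Cell-based growth assay: transgenic P. falciparum expressing firefly luciferase, cultured in red cells within RPMI 1640 containing 0.5% w/v Albumax, 24 mM bicarbonate and gentamycin. A drop in luciferase activity indicates inhibition.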
Pf growth 96h = P. falciparum growth inhibition at 96 hours. 320,000 compounds, 6.9% hits. Potency, µM (series often up to 28.7 µM), without a hit: at the top dose activity change, negative = inhibition, hits mostly inhibitors. AID 504834. P. falciparum luciferase reporter growth, 96 h; further: potency means the concentration at half of the fitted maximal effect; on the % scale 0 is the no-effect control and ±100 the full control effect
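Parasite growth measured via integrated firefly luciferase reporter in P. falciparum. Infected erythrocytes at 2% hematocrit, 0.05% parasitemia final were treated 96 hours at 37 C under 5% CO2, and luminescence was read.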
CHX counter = counter-screen hit for Shiga toxin inhibitors, cycloheximide; max response, %; 300,000 compounds, 12% hits; cell reporter, cycloheximide protein synthesis inhibition counterscreen; in the data active means max response mostly above about 13%, no sharp cut-off; inactive means mostly below about 14%; further: read at 38.3 µM for the half of the compounds with a filed dose; 0% is about no effect
Shiga inhibitor = Shiga toxin inhibition; 290,000 compounds, 9.2% hits; inhibition, % at 38.7 µM; Vero cells, Shiga toxin protein synthesis inhibition reporter; AID 2315; in the data active means inhibition mostly above about 28%, no sharp cut-off; inactive means mostly below about 43%; further: 0% is about no effect
AmpC no deterg = inhibitors of E. coli AmpC beta-lactamase without detergent. AmpC nitrocefin hydrolysis, absorbance 480 nm, 0.0001% Triton. P00811. Potency, µM (top dose mostly 57.1 µM), for the others: at the top dose activity change, negative = inhibition, actives largely listed as inhibitors. 330,000 compounds, 0.52% hits;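 further: potency means the concentration at half of the fitted maximal effect; plate controls were no compound for no effect and no enzyme for full effect; nearly all actives have a fitted effect of over 20% in size; some results filed as inactive show a strong effect at the top dose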
Target sequence (P00811 whole entry, looked up): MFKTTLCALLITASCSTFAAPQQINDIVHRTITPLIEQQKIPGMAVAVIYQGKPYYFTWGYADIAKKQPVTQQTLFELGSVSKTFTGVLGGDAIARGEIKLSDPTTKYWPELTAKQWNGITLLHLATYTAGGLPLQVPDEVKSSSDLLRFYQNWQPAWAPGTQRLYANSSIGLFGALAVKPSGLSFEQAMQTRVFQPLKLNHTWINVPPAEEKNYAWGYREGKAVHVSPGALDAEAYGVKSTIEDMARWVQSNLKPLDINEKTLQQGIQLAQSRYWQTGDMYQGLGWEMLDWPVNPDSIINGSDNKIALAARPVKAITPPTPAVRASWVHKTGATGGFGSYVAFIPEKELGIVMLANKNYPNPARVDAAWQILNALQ
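20 mM phosphate pH 7.0 + 0.01% (detergent screen) or 0.0001% Triton X-100; 5.3 nM AmpC reagent; cpd preinc 15 min RT; nitrocefin (800 uM stock) to start; A480 q20 s × 4 min; Activity was normalised to no-enzyme and no-compound control wells.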
LmPK inhibitor = LmPK (Leishmania mexicana) enzyme inhibition | purified LmPK, Kinase-Glo ATP luminescence, 1 h | Potency, µM (top dose mostly 57.5 µM), without a hit: at the highest dose activity change, negative = inhibition, most hits filed as inhibitors | 290,000 compounds, 0.37% hits | Q27686; further: potency means the concentration at half of the fitted maximal effect; on the % scale 0 is the no-effect control and ±100 the full control effect
Target sequence (Q27686 whole entry, looked up): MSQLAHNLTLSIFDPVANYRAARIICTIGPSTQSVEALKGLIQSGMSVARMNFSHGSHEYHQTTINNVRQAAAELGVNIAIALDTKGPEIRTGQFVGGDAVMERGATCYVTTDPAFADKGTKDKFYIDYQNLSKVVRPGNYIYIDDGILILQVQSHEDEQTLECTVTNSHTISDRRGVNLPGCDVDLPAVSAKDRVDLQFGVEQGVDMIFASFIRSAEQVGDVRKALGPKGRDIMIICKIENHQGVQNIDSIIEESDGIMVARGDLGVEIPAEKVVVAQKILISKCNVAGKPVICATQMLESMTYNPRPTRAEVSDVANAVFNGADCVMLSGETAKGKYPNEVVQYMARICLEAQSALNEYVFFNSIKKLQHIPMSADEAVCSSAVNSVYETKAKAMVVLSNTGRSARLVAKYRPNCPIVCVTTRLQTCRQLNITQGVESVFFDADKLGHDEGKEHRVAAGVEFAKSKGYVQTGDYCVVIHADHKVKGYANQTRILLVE
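0.1 nM LmPK, 0.5 mM PEP, 0.1 mM ADP; 50 mM imidazole pH 7.2, 7 mM MgCl2, 50 mM KCl; 1 h RT. Kinase-Glo luminescence readout, normalized to no-enzyme (full inhibition) and uninhibited wells.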
TbPYK inhibitor = inhibitors of Trypanosoma brucei pyruvate kinase; 410,000 compounds, 0.12% hits; TbPYK enzyme, Kinase-Glo Plus ATP luminescence, 45 min; Potency, µM (top dose mostly 76.8 µM), for inactives: top-dose activity, negative = inhibition, actives largely listed as inhibitors; AID 624173; further: potency means the concentration at half of the fitted maximal effect; on the % scale 0 is the no-effect control and ±100 the full control effect; nearly all actives have a fitted effect of over 50% in size
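In this concentration-response screen, enzyme-free wells defined baseline while DMSO plates tracked drift. Each reaction combined TbPYK, substrate, compound and 130 uM ADP for 45 min at room temperature. Kinase-Glo Plus luminescence gave the signal.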
* hit, by the source's call; ? = inconclusive; · = no result given; & = joins results of further samples; [ ] = another dose, or the depositor's remark. Unless noted, the call rests on the fitted dose curve; in most records, active means well fitted curve in the direction sought with a large enough effect; inconclusive means small, poorly fitted or top-dose-only effect, or another doubt; inactive means no such curve, though single readings can be large; an effect the other way counts as inactive or inconclusive. Compounds as they come (roughly 22% active in at least one column).

SMILES	Pf growth 48h	Pf growth 96h	CHX counter	Shiga inhibitor	AmpC no deterg	LmPK inhibitor	TbPYK inhibitor
CCc1nn2cc(C(=O)c3ccccc3O)cnc2c1-c1ccc(F)cc1	?	?	-2	-18	-23%	1%	3%
CN(C)c1ccc(/C=N/NC(=O)c2ccc3c(c2)OCCO3)cc1	11%	24%	34*	48*	-39%	-8%	-6%
O=P(Oc1ccccc1)(Oc1ccccc1)C(O)c1ccccc1 (stereo not given)	14%	75%[activator]	·	·	-9%	·	-3%
O=C(NCCc1ccccc1)C(c1ccc(F)cc1)N(C(=O)c1csnn1)C1CC1 (stereo not given)	-6%	0%	1	11	3%	0%	-4%
O=C(Nc1nnc(-c2ccc(F)cc2)o1)C1CCCN1S(=O)(=O)c1cccs1 (stereo not given)	-16%	13%	·	·	-18%	·	-4%
Cc1ccc(-c2noc(CNc3ccccc3)n2)cc1	157%[activator]	78%[activator]	37*	64*	-26%	3%	9%
CC(Oc1ccccc1)C(=O)OCC(=O)NC(=O)NC1CCCCC1 (stereo not given)	10%	14%	·	·	-12%	·	0%
CC(C)(C)NC(=O)C(c1ccc(O)cc1)N(C(=O)CCC(=O)Nc1nccs1)c1cccc(F)c1 (stereo not given)	-24%	?	3	-12	-22%	5%	19%
COCn1c(-c2ccc(OC)c(OC)c2)nc2ccccc21	106%[activator]	-2%	23	54	-9%	-14%	·
Cc1ccc(NC(=O)NCc2ccc3c(c2)OCO3)cc1	·	23%	16*	27	-9%	0%	-3%
COc1cc(C2C(C#N)=C(N)Oc3c2oc(CO)cc3=O)ccc1OC(C)C (stereo not given)	?	?	-5	-29	3%	2%	-1%
Cn1c(=O)n(C)c2cc(NC(=O)Cc3ccccc3[N+](=O)[O-])ccc21	3%	?	-2	-3	-2%	-3%	-4%

Single entries from the results shown:
In AmpC no deterg, CC(Oc1ccccc1)C(=O)OCC(=O)NC(=O)NC1CCCCC1 (stereo not given) is entered as -12%
In LmPK inhibitor, COCn1c(-c2ccc(OC)c(OC)c2)nc2ccccc21 is entered as -14%
In TbPYK inhibitor, CCc1nn2cc(C(=O)c3ccccc3O)cnc2c1-c1ccc(F)cc1 is entered as 3%

Remaining list, next part
SMILES	Pf growth 48h	Pf growth 96h	CHX counter	Shiga inhibitor	AmpC no deterg	LmPK inhibitor	TbPYK inhibitor
Cc1nn(-c2ccccc2)c(Cl)c1C1C(C#N)=C(N)OC2=C1C(=O)CC(C)(C)C2 (stereo not given)	-19%	?	-2	-3	-1%	4%	2%
COc1ccc(N/C=C/c2nc(SC)nnc2C)cc1	-12%[5.75 µM]	?	-2	22	59%	4%	-8%
CCO/N=C(/C)c1c(O)c(C)c(-c2ccccc2)n(-c2ccccc2)c1=O	42%[activator]	61%[activator]	-1	-3	-8%	7%	1%
O=C(N/C(=C\c1ccc([N+](=O)[O-])cc1)C(=O)N1CCOCC1)c1ccco1	4%	21%	-5	-10	-7%	-3%	-11%
COc1cc2[nH]c(C(=O)NN)c(N)c2cc1OC	?	-17%	-2	11	-3%	-14%	·
O=C(OCCN1C(=O)c2cccc3c(N4CCOCC4)ccc(c23)C1=O)c1ccccc1Cl	?	?	-3	-5	47%	0%	-1%
O=c1[nH]c(=O)n(Cc2ccc(F)cc2)c(O)c1C=NCCCO	5%	15%	1	14	-12%	4%	0%
CCOC(=O)N1CCN(CC(=O)Nc2sccc2C#N)CC1	14%	-9%	1	-20	-18%	-3%	3%
O=C(COC(=O)CNS(=O)(=O)c1ccc(Br)cc1Cl)NC1CCCC1	9%	34%[activator]	·	·	-2%	·	9%
CCCCOc1ccc(/C=C/C(=O)Nc2ccc([N+](=O)[O-])cc2C)cc1	-22%	?	0	10	-20%	0%	13%
CSCCC(NC(=O)c1ccc(Cl)cc1Cl)C(=O)N(C)Cc1nc2ccccc2c(=O)[nH]1 (stereo not given)	-18%	11%	·	·	-1%	·	4%
CCOc1ccc(CN2CCN(C3CCC3)CC2CCO)cc1 (stereo not given)	-6%	24%	-1	·	-15%	0%	0%

Reformatted in CSV form: entries from further up.
SMILES,Pf growth 48h,Pf growth 96h,CHX counter,Shiga inhibitor,AmpC no deterg,LmPK inhibitor,TbPYK inhibitor
COc1ccc(N/C=C/c2nc(SC)nnc2C)cc1,-12%[5.75 µM],?,-2,22,59%,4%,-8%
CCO/N=C(/C)c1c(O)c(C)c(-c2ccccc2)n(-c2ccccc2)c1=O,42%[activator],61%[activator],-1,-3,-8%,7%,1%
O=C(N/C(=C\c1ccc([N+](=O)[O-])cc1)C(=O)N1CCOCC1)c1ccco1,4%,21%,-5,-10,-7%,-3%,-11%
COc1cc2[nH]c(C(=O)NN)c(N)c2cc1OC,?,-17%,-2,11,-3%,-14%,·
O=C(OCCN1C(=O)c2cccc3c(N4CCOCC4)ccc(c23)C1=O)c1ccccc1Cl,?,?,-3,-5,47%,0%,-1%

Continuation:
SMILES	Pf growth 48h	Pf growth 96h	CHX counter	Shiga inhibitor	AmpC no deterg	LmPK inhibitor	TbPYK inhibitor
Cc1oc(-c2ccccc2)cc1C(=O)NC(Cc1c[nH]c2ccccc12)C(=O)O (stereo not given)	0%	33%[activator]	6	15	-26%	-4%	-16%
N#CC1=C(N)SC(N)=C(C#N)C1c1cccc(O)c1	-7%	?	8	-7	-43%	-2%	-4%
Cc1ccc(-n2c(SCC(=O)N3CCOCC3)nnc2-c2cccnc2)cc1	0%	-22%[5.75 µM]	24*	56*	-2%	-9%	-2%
O=C1C(Cl)=C(N2CCCC2)C(=O)N1c1ccc(F)cc1	?	0%	-2	10	-20%	-6%	-11%
N/C(CN1CCCC1=O)=N\OC(=O)c1ccccc1Cl	60%[activator]	?	26*	16	-20%	-5%	-10%
CNCc1nc2ccccc2[nH]1	20%	?	0	7	12%	6%	2%
O=C(C1CCCN(C2CC(=O)N(c3ccc(Cl)cc3)C2=O)C1)N1CCCC1 (stereo not given)	3%	?	-3	-10	5%	3%	3%
CC(C)C[C@H]1CN=C(N(C)C)N1CC1CCCCCC1	4.1µM*	?	·	·	31%	·	5%
CCc1ccccc1NC(=O)N1CCC(NC(=O)C(Cc2ccc(OC)c(OC)c2)NC(C)=O)CC1 (stereo not given)	?	12µM*	-2	-24	0%	-4%	-1%
O=C1c2ccccc2NC(c2cccc(O)c2)N1NS(=O)(=O)c1ccccc1 (stereo not given)	-1%	-12%	10	-9	-34%	9%	2%
CC(=O)N[C@@H](Cc1c[nH]c2ccccc12)C(=O)OCC(=O)NCc1ccc2c(c1)OCO2	6%	3%	6	1	-4%[11.4 µM]	1%	3%
COc1ccc(/C=C/C(=O)N2CCN(C)CC2)cc1S(=O)(=O)N1CCCCC1	-2%	22%	-4	-21	25%	2%	0%
COc1ccc([C@@H]2[C@@H]3C(=O)N(C(C)(C)C)C(=O)[C@@H]3[C@]3(CC(C)C)C(=O)N(c4cccc(Br)c4)C(=O)N23)cc1	?	3.7µM*	-4	-10	79%[activator]	-3%	1%
CC(CCc1ccccc1)NC(=O)c1ccccc1F (stereo not given)	-18%	-8%	2	13	0%	0%	2%
O=C(CCN1C(=O)/C(=C/c2ccccc2)SC1=S)NNC(=O)c1cccnc1	24%	88%[activator]	1	-12	1%	2%	4%
CCCOc1ccc(Oc2cc(C)nc(SC)n2)nn1	-9%	38%[activator]	-1	3	6%	1%	-3%
CCSc1nnc(NC(=O)c2ccc3c(c2)OCO3)s1	162%[activator]	·	45*	67*	-9%	-8%	-13%
Cc1ccc(S(=O)(=O)N2CCOCC2)cc1C(=O)NC1CCCC(C)C1C (stereo not given)	?	-17%	·	·	18%	·	2%
COc1ccccc1N1C(=O)C(Cl)=C(Nc2ccccc2O)C1=O	8%	32%[activator]	32*	103*	-50%	0%	-21%
O=C(NCc1ccccc1)c1cccc(S(=O)(=O)NCc2ccccc2)c1	12%	?	-2	-6	-35%	1%	-2%
COc1cc(S(=O)(=O)N2CCN(C)CC2)ccc1Cl	6%	-4%	3	14	5%	6%	-4%
Cc1cccc(-c2ncc(CN3CCN(CC(C)C)C(CCO)C3)cn2)c1 (stereo not given)	22%	-14%	15	41*	23%	-5%	4%
CC(Oc1ccccc1)C(=O)Nc1ccc(S(=O)(=O)NCC2CCCO2)cc1 (stereo not given)	-7%	·	1	0	-8%	0%	3%
S=C(NCc1ccco1)N1CCOCC1	13%	-9%	8	-9	-25%	0%	1%
O=C1NC(=O)N(c2ccc3c(c2)OCO3)C(=O)/C1=C\c1ccsc1	0%	10%	0	17	-17%	4%	?
CN(C)S(=O)(=O)c1ccc(N2CCCC2)c(C(=O)NNC(=O)COc2ccc(Cl)cc2)c1	-2%	2%	-2	2	-3%	-3%	-9%
Cc1ccc(NC(=O)COC(=O)Cn2c(C)csc2=O)cc1C	15%	·	16	10	-26%	3%	-5%
COc1ccccc1NC(=O)c1cc(C)oc1C	-2%	?	9	22	-30%	-6%	-1%
C=CCn1c(O)c(N=NC(=S)Nc2ccccc2F)c2ccccc21	?	-11%	14	-7	?	-9%	1%
O=C(O)c1csc(Br)c1Br	·	-16%	-5	-10	-16%	1%	5%
CCN(CC)C(=O)CSc1nc2cc3c(cc2c(=O)n1CCCCCC(=O)NCc1ccc(OC)cc1)OCO3	?	-5%	11	-20	-2%	8%	-1%&1%
O=C(Nc1cc(C(F)(F)F)ccc1Cl)C(Sc1cccc[n+]1[O-])c1ccccc1 (stereo not given)	-2%	?	-7	-3	25%	6%	-3%
C/C(=N\NS(=O)(=O)c1ccc(Br)cc1)c1cccs1	·	?	-1	-4	-29%	3%	-1%
CCC1Nc2ncnc(N3CCN(c4ccccc4)CC3)c2N(Cc2ccc(Br)cc2)C1=O (stereo not given)	12µM*	?	·	·	62%[activator]	·	-8%
CCCN(CC(=O)Nc1ccccc1OC)C(=O)CCCN1C(=O)c2ccccc2C1=O	-2%	33%[activator]	·	·	20%	·	-2%
CCOC(=O)C1=C(C)Nc2[nH]c(=O)[nH]c(=O)c2C1c1cccs1 (stereo not given)	20%	0%	-7	-12	-59%	1%	2%
Nc1ccc(-n2cnc3cc([N+](=O)[O-])ccc32)cc1	54%[activator]	34%[activator]	18*	97*	-11%	2%	-7%
CC1CCN(CCc2nc3cc(NS(=O)(=O)c4ccc(F)cc4)ccc3n2C)CC1	?	·	-3	-2	-39%	3%	-7%
C#CCn1cccc(C(=O)Nc2ccc(OC)cc2)c1=O	61%[activator]	60%[activator]	18*	46*	-14%	-2%	0%
COc1ccc(C(=O)NCC(C)(C)SCc2c(C)cc(C)cc2C)cc1	?	?	4	-18	29%	5%	1%
CN(C)c1cccc(C(=O)N2CCCC(CCC(=O)N3CCN(c4ccccn4)CC3)C2)c1 (stereo not given)	?	11%	-1	-26	102%[activator]	-6%	-8%
COC(=O)c1cc(OC)c(OC)cc1NC(=O)c1ccoc1C	15%	·	13	-3	-11%	-3%	·
COc1ccc(N2CC(C(=O)NCc3n[nH]c(=O)c4ccccc34)CC2=O)cc1 (stereo not given)	14%	0%	·	·	-28%	·	-3%
Cc1ccccc1Nc1nc(-c2cccnc2)cs1	20%	-7%	41*	76*	-29%	0%	-1%
C#CCNC(=O)C1=C[C@@H](C)C[C@@H](OCc2ccc(CO)cc2)O1	35%[activator]	19%	11	9	-4%	6%	4%
